# Assay outcomes from PubChem.
# GRP78 ERSR act = ER stress response induction in glioma | U87-MG GRP78 promoter luciferase reporter, 16 h | Potency, µM, for the others: at the highest dose activation, usual class: activators | hit rate 0.02% among 420,000 | AID 602332; note: potency is the fitted concentration of half-maximal effect; series mostly up to about 76 µM; % of control where 0% means no effect; nearly all actives have a fitted effect of over 35% in size
#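 Stably transfected U87-MG human glioma cells carrying a GRP78-based luminescent sensor were seeded at 1000 cells/well, pin-dosed with compounds and incubated 16 h. Luciferase reagent was then added, and end-point luminescence was read after 10 min at room temperature.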
# Anesthetic bind = binds horse apoferritin like a general anesthetic; hit rate 0.074% among 350,000; P02791; apoferritin/1-aminoanthracene competitive binding, fluorescence; Potency, µM (series often up to 77.5 µM), without a hit: at the top dose activity change, negative = displacement, hits mostly inhibitors; note: potency is the fitted concentration of half-maximal effect; % is set by controls: 0 for no effect and ±100 for the full control effect; nearly all actives have a fitted effect of over 20% in size
#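 Concentration-response curves derived by four-parameter Hill fitting of normalized fluorescence, where compounds displaced 1-AMA from 10 uM horse apoferritin following a brief 10 min room-temperature incubation; propofol titration acted as positive control.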
# LDHA inh = blocks human lactate dehydrogenase A. purified LDHA, NADH/diaphorase-resazurin fluorescence; stronger effect = lower value. activity change, % (values are at about 110 or 230 µM). hit rate 0.15% among 480,000; in the data active = activity change below about -30%; inconclusive = mostly about -25% to -30%;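 note: plate controls were DMSO wells for no effect and wells without enzyme for full effect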
#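 Human LDH5 at 2 nM final in Tris HCl pH 7.4 with 0.06 mM NADH and 0.2 mM pyruvate, reacted 5 minutes at room temperature. Remaining NADH coupled via diaphorase/resazurin; resorufin fluorescence read at 0 and 20 minutes, normalized to enzyme-free and DMSO wells.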
# Pol beta inh = DNA polymerase beta (human) inhibition; Pol beta primer extension/strand displacement, fluorescence kinetic; P06746; hit rate 1.3% among 340,000; Potency, µM (series often up to 114 µM), for the others: at the top dose activity change, negative = inhibition, actives largely listed as inhibitors; note: potency is the fitted concentration of half-maximal effect; % is set by controls: 0 for no effect and ±100 for the full control effect
#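 Homogeneous kinetic assay of primer extension and strand displacement by 10 nM Pol beta, preincubated 15 min at room temperature with compound before 50 nM substrate (final) was added. Read at 0 and 10 min; four-parameter Hill fit.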
# Pol kappa inh = DNA polymerase kappa (human) inhibition; purified Pol kappa, fluorescent DNA synthesis assay, 10 min; Potency, µM (doses to about 107 µM), for the others: at the highest dose activity, negative = inhibition, actives largely listed as inhibitors; AID 588579; hit rate 0.53% among 400,000; Q9UBT6; note: potency is the fitted concentration of half-maximal effect; % is set by controls: 0 for no effect and ±100 for the full control effect
#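 Activity was followed as the change in fluorescence between reads at 0 and 10 min after starting the reaction with 50 nM substrate. Beforehand, 10 nM polymerase had been preincubated with compound for 15 min at room temperature.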
# Pol eta inh = inhibitors of human DNA polymerase eta | AID 588591 | hit rate 1.2% among 390,000 | recombinant Pol eta, fluorescent DNA replication assay | Potency, µM (titrated, usually from 114 µM), for inactives: at the highest dose activity change, negative = inhibition, hits mostly inhibitors | Q9Y253; note: potency is the fitted concentration of half-maximal effect; % is set by controls: 0 for no effect and ±100 for the full control effect
#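 Pol eta (10 nM) was preincubated with compounds for 15 min at room temperature, after which fluorescent replication substrate (50 nM final) was added to start the reaction. Fluorescence was read kinetically at 0 and 10 min.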
# APEX1 inh = APE1 (human) endonuclease inhibition; recombinant APE1, TAMRA/BHQ-2 abasic DNA cleavage fluorescence; P27695; hit rate 0.35% among 350,000; Potency, µM (top dose mostly 65.8 µM), without a hit: at the top dose activity change, negative = inhibition, most hits filed as inhibitors;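 note: potency is the fitted concentration of half-maximal effect; plate controls were vehicle for no effect and reference inhibitor for full effect; nearly all actives have a fitted effect of over 55% in size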
#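 Activity was derived from the fluorescence gain between first and third kinetic reads (60 s intervals, ex 525/em 598 nm) after 50 nM THF-abasic TAMRA/BHQ-2 duplex was added to 0.75 nM APE1 preincubated 15 min with compound.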
# BLM inh = inhibitors of human Bloom syndrome helicase BLM. Potency, µM (titrated, usually from 56.1 µM), for the others: at the top dose activity change, negative = inhibition, usual class: inhibitors. P54132. hit rate 0.2% among 350,000. AID 2528. recombinant BLM DNA unwinding, fluorescence dequenching;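 note: potency is the fitted concentration of half-maximal effect; plate controls were vehicle for no effect and no enzyme for full effect; nearly all actives have a fitted effect of over 35% in size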
# Pol iota inh = DNA polymerase iota (human) inhibition | hit rate 1% among 390,000 | Pol iota fluorescent replication assay, 10 min | Potency, µM (highest dose often 115 µM), for inactives: top-dose activity, negative = inhibition, most hits filed as inhibitors | Q9UNA4; note: potency is the fitted concentration of half-maximal effect
#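 Fluorescent replication assay read twice, at 0 min and 10 min after adding 50 nM (final) substrate. Enzyme (10 nM) and compounds were first incubated 15 min at room temperature; enzyme-free buffer wells were negative controls.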
# * marks the source's active call; other numbers are inactive results; ? = inconclusive; . = no result given; & = joins results of further samples; [ ] = remark or other dose. Unless noted, calls come from the whole dose curve; as a rule, active = well fitted curve in the direction sought with a large enough effect; inconclusive = small, poorly fitted or top-dose-only effect, or another doubt; inactive = no such curve, though single readings can be large; an effect the other way counts as inactive or inconclusive. A portion of the library (hit frequency here may not be typical).
smiles	GRP78 ERSR act	Anesthetic bind	LDHA inh	Pol beta inh	Pol kappa inh	Pol eta inh	APEX1 inh	BLM inh	Pol iota inh
NS(=O)(=O)c1ccc(-n2ncc3c(=O)[nH]c(SCC(=O)Nc4nccs4)nc32)cc1	-2%	-15%	-6	5%	-8%	10%	?	-5%	?
CCCn1c(=O)[nH]c(=O)c2c(C(F)(F)F)cc(-c3ccc(C)cc3)nc21	0%	-3%	-5	12%	4%	-4%	-14%	0%	15%
O=C(c1ccccc1)N(NC(=O)C(O)(c1ccccc1)c1ccccc1)c1cccc(F)c1	-4%	7%	-10	23%	-18%	-11%	-3%	3%	10%
O=[N+]([O-])c1cccc(/C=N/Nc2nc(N3CCCCC3)nc(N3CCCCC3)n2)c1	-2%	-4%	-1	22%	5%	-14%	4%	-3%	75%[activator]
CCOCCCNc1nc2c(c(=O)n(C)c(=O)n2C)n1CCCc1ccccc1	3%	-15%	0	-3%	-6%	-3%	4%	-4%	-10%
O=C(CN1CCC(O)CC1)N1c2ccccc2C=Cc2ccccc21	-4%	-17%	-1	29%	1%	-5%	3%	2%	7%
CC(C)(C)n1cnc2cc(NC(=O)c3cccs3)ccc21	-3%	-5%	-1	3%	0%	-14%	3%	-2%	50%[activator]
O=C(c1ccc(O)cc1)c1ccc(C(=O)O)c(C(=O)O)c1	-2%	-2%	2	35µM*	-32%	40µM*	?	-7%	-12%
CCOc1cc(S(=O)(=O)NCCCN2CCOCC2)c(C)cc1C	-4%	-10%	0	20%	-11%	-8%	0%	-3%	15%
Cc1ccc(F)c(C2C3C=CCC(C)C3C(=O)N2Cc2ccccc2)c1 (stereo unspecified)	?	11%	.	.	-10%	.	-5%	-7%	-23%
Cc1cccc(-n2ncc(C(=O)N3CCOCC3)c2C2CCN(C(=O)OC(C)(C)C)CC2)c1	-3%	-9%	-2	-3%	-4%	9%	.	-2%	14%
COc1ccc(N2CCN(C(c3ccc(F)cc3)c3sc4nc(-c5ccco5)nn4c3O)CC2)cc1 (stereo unspecified)	-3%	-3%	5	30%[activator]	-7%[60.1 µM]	-12%	.	-2%	3%
CCOC(=O)c1c(-c2ccc(C)s2)csc1NC(=O)c1cccs1	-2%	-3%	1	4%	-15%	2%	1%	-4%	11%
Cc1cc(C)cc(-n2c(SCC(N)=O)nc3c(oc4ccccc43)c2=O)c1	-2%	-11%	-4	-1%	-4%	-20%	.	-3%	24%
CC(=O)Nc1ccc(N2C(C(C)=O)=NN(c3ccccc3)C2c2cccs2)cc1 (stereo unspecified)	-4%	?	-3	30%	-20%	-24%	0%	-6%	14%

# Given as labelled records: part of the list above.
CCOC(=O)c1c(-c2ccc(C)s2)csc1NC(=O)c1cccs1
  GRP78 ERSR act: -2%
  Anesthetic bind: -3%
  LDHA inh: 1
  Pol beta inh: 4%
  Pol kappa inh: -15%
  Pol eta inh: 2%
  APEX1 inh: 1%
  BLM inh: -4%
  Pol iota inh: 11%

Cc1cc(C)cc(-n2c(SCC(N)=O)nc3c(oc4ccccc43)c2=O)c1
  GRP78 ERSR act: -2%
  Anesthetic bind: -11%
  LDHA inh: -4
  Pol beta inh: -1%
  Pol kappa inh: -4%
  Pol eta inh: -20%
  APEX1 inh: .
  BLM inh: -3%
  Pol iota inh: 24%

# Next part
smiles	GRP78 ERSR act	Anesthetic bind	LDHA inh	Pol beta inh	Pol kappa inh	Pol eta inh	APEX1 inh	BLM inh	Pol iota inh
CC1=C[C@@H](C)[C@@H](c2ccc(C(F)(F)F)cc2)OC1=O	0%&0%	?	0	17%	-5%&-9%	5%	-2%&-3%	-5%&3%	29%
O=c1c2c(nc3c(-c4cccc5ccccc45)c[nH]n13)CCC2	-4%	7%	0	-7%	-9%	16%	15%	-7%	-3%
Cc1ccc(N(CC(=O)NCc2ccco2)C(=O)CNS(=O)(=O)c2ccc(F)cc2)c(C)c1	-6%	-18%	-1	-1%	-10%	-9%	-3%	-5%	36%[activator]
CCOC(=O)Cn1c(=O)n(Cc2ccc(OC)cc2)c(=O)c2cccnc21	-5%	2%	-8	18%	-9%	-17%	4%	-2%	33%[activator]
CC1(C)NC(=O)N(CCCOc2ccccc2Br)C1=O	5%	-14%	-3	0%	-10%	-23%	-1%	-4%	0%
O=C(Nc1nnc(-c2ccccc2)s1)c1ccccc1O	4%	14%	-5	1%	-1%	-23%	36%	-2%	36%[activator]
Cc1cc(C)n(CC(=O)N/N=C/c2ccc([N+](=O)[O-])s2)n1	-2%	-16%	16	-1%	-16%	-16%	-1%	-1%	?
COc1ccc(/C(O)=C2/C(=O)C(=O)N(CC3CCCO3)C2c2ccc(O)c(OC)c2)cc1 (stereo unspecified)	-4%	-14%	-3	-24%	-12%	-7%	-3%	-5%	15%
CCCCOc1ccccc1C1NC(=O)CCC1[N+](=O)[O-] (stereo unspecified)	-7%	4%	-5	24%	-3%	-17%	-13%	-1%	153%[activator]
CC(=O)Nc1ccc(NC(=O)c2ccc(COc3ccccc3Br)o2)cc1	-9%	-15%	-2	43%	-1%	-10%	-3%	-9%	?
COc1cccc(NC(=O)Cn2c3ccc(OC)cc3c3nc4n(c(=O)c32)CCS4)c1	2%	4%	-2	3%	-22%	2%	-21%	0%	-1%
Cc1cc(C)c[n+](CC(=O)c2ccccc2)c1	-1%	-8%	2	2%	-10%	-5%	-3%	-4%	?
COc1ccc(-n2c(NNC(C)=O)nc3sc4c(c3c2=O)CCCC4)cc1	-3%	-5%	-11	44%	-2%	-12%	7%	0%	-16%
CCOc1ccc(-n2c(COc3ccc(C)cc3)nnc2SCC(N)=O)cc1	0%	-16%	-9	-2%	-1%	-6%	7%	-2%	15%
Cc1nccn1CC1CCc2c(c3ccccc3n2C)C1=O (stereo unspecified)	-1%&-3%&-3%	-5%	-4&-7	13%	-3%&-25%	-8%&5%	-14%	0%	75%&26%[activator]

smiles	GRP78 ERSR act	Anesthetic bind	LDHA inh	Pol beta inh	Pol kappa inh	Pol eta inh	APEX1 inh	BLM inh	Pol iota inh
CC(C)(C)NC(=O)Nc1ccccc1C(N)=O	-4%	14%	-8	6%	-2%[60.1 µM]	2%	11%	-4%	-2%
CC(C)N=c1cc2n(-c3ccc(Cl)cc3)c3ccccc3nc-2cc1Nc1ccc(Cl)cc1	-2%&-4%	-6%[29.3 µM]	-2	.	-2%	-20%	-2%[21 µM]	-11%[21.4 µM]	-10%
COc1ccc(CC(=O)OCC(=O)N2N=C(c3ccccc3)CC2c2ccc(OC)cc2)cc1 (stereo unspecified)	0%	127%[activator]	1	1%	-8%	-25%	18%	-8%	34%
N#Cc1cc(Sc2ccccn2)c([N+](=O)[O-])cc1C#N	-4%	-7%	0	-20%	4%	-11%	-9%	-7%	1%
Cc1cc(F)ccc1Nc1nc2ccc(Cl)cc2n2cnnc12	.	-1%	-7	2%	-19%	.	.	-4%	35%[activator]
Cc1ccc(C)c(NC(=O)c2sc(Cl)nc2-c2ccccc2)c1	-4%	-19%	-4	4%	-4%	-23%	-3%	-5%	-6%
CC(C)(C)OC(=O)NCc1ccc(NC(=O)c2nc[nH]c2C(=O)NCCN(CCNC(=O)c2[nH]cnc2C(=O)Nc2ccc(CNC(=O)OC(C)(C)C)cc2)CCNC(=O)c2[nH]cnc2C(=O)Nc2ccc(CNC(=O)OC(C)(C)C)cc2)cc1	-3%	.	-9	.	0%	-7%	-20%	.	?
CCN(CC)S(=O)(=O)c1ccc(C(=O)NC(C)(C)C)cc1	-1%	-7%	-3	85%	-15%	3%	8%	-1%	-1%
Cc1cc(C=C2C(=O)c3ccccc3C2=O)c(C)n1-c1cccc(C(=O)O)c1	-6%	-18%	-5	?	?	45µM*	-8%	-8%	?
O=S(=O)(Cc1cc(-c2ccc(Cl)cc2)no1)c1ccccc1	0%	-5%	-4	-8%	-12%	3%	0%	-6%	-10%
CN1/C(=C/C=C(C#N)C#N)C(C)(C)c2ccccc21	-1%	1%	-4	4%	-8%	?	3%	2%	64%[activator]
Cc1ccc(NC(=O)CSCC(=O)OC(C)C(=O)Nc2ccccc2C)cc1 (stereo unspecified)	1%	.	-3	.	-12%	-20%	13%	.	13%
Cc1cc(C)nc(SCc2ccc(C(=O)N/N=C/c3ccc(C(=O)O)cc3)cc2)n1	-3%	-5%	-7	0%	-11%	3%	3%	-6%	65%
CCOc1ccccc1CNC(=O)CCCN1C(=O)COc2ccc(C)cc21	.	9%	0	21%	-12%	.	.	-2%	6%
COc1ccc(C2C(C(=O)c3ccc(C)o3)=C(O)C(=O)N2CC2CCCO2)cc1OC (stereo unspecified)	2%	-15%	2	-9%	5%	-8%	9%	4%	26%

smiles	GRP78 ERSR act	Anesthetic bind	LDHA inh	Pol beta inh	Pol kappa inh	Pol eta inh	APEX1 inh	BLM inh	Pol iota inh
Oc1cccc2c(NC(=S)Nc3ccc(SC(F)F)cc3)cccc12	-2%	-23%	9	17%	-1%	-21%	-8%	?	14%
COc1ccc(CCNC(=O)c2cccc3ccccc23)cc1OC	0%	-2%	2	9%	3%	-10%	-4%	1%	35%[activator]
COc1ccc(C(=O)C2CCCN(C(=O)c3cccnc3OC)C2)cc1F (stereo unspecified)	-2%	-4%	2	2%	-5%	-12%	1%	1%	4%
Cc1cc(NS(=O)(=O)c2ccc(NC(=O)Cc3cccs3)cc2)no1	-2%	-9%	-5	?	-7%	-17%	-5%	-3%	-9%
CCOc1cc(/C=N/NC(=O)CN2CCCCC2)ccc1O	-4%	6%	-3	0%	-14%	-2%	32%	0%	106%[activator]
COc1ccc(Nc2cc(C)nc3ncnn23)cc1Cl	1%	-14%	3	3%	-4%	-20%	16%	-4%	20%
CS(=O)(=O)N1CCc2cc(NC(=O)c3ccc(Cl)cc3Cl)ccc21	-3%	-16%	-8	25%	-14%	-17%	-5%	-4%	74%[activator]
Cc1noc(C)c1C(=O)NCc1ccco1	-2%	-9%	-1	13%	-13%	-6%	-3%	0%	-4%
O=C(COC(=O)C1CC(=O)N(Cc2ccccc2)C1)Nc1cccc([N+](=O)[O-])c1 (stereo unspecified)	-1%	.	-2	.	-4%	-4%	-15%	.	8%
